AmpC det inh – AmpC beta-lactamase inhibition, detergent assay; P00811; purified AmpC, nitrocefin hydrolysis with detergent; Potency, µM (highest dose often 28.7 µM), for inactives: top-dose activity change, negative = inhibition; 71,000 tested, 0.09% active; active = well fitted curve in the direction sought with a large enough effect
Target sequence (P00811 whole entry, looked up): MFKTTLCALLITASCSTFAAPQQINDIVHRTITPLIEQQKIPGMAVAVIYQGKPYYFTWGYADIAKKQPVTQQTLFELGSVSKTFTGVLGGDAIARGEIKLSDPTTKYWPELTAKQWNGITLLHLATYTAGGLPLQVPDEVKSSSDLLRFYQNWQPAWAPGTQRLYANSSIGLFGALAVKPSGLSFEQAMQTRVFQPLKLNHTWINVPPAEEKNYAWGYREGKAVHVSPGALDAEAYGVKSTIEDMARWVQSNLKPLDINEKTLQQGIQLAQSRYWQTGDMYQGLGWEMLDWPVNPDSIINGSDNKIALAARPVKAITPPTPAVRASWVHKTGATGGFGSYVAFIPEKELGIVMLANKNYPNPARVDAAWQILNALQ
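E. coli AmpC (5.3 nM) in 20 mM phosphate pH 7.0 with 0.01% Triton X-100, preincubated 15 min RT with compound; nitrocefin (2 uL of 800 uM stock) hydrolysis followed by 480 nm absorbance every 20 s over 4 min.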
Numbers without * were called inactive; & = joins results of further samples; [ ] = remark or other dose. % is set by controls: 0 for no effect and ±100 for the full control effect; potency is the fitted concentration of half-maximal effect. Not all compounds are listed; the hit share may differ from the screen's.

SMILES	AmpC det inh
O=S(=O)(Nc1ccc2c(c1)nc1n2CCN(Cc2ccccc2)C1)c1ccc(F)cc1	-4%
Cc1ccc(C)c(N(C(=O)CCC(=O)Nc2cc(C)on2)C(C(=O)NC2CCCC2)c2ccco2)c1 (stereo not given)	0%
CCSc1nnc(NC(=O)c2csc(C)c2)s1	-1%
COc1ccc(C(=O)C(CO)Oc2ccccc2OC)cc1OC (stereo not given)	-1%
CN1CCc2cc(Cl)c(O)cc2[C@H](c2ccccc2)C1	-2%
COC(=O)COc1ccc(S(=O)(=O)NCC2CCCO2)cc1Cl (stereo not given)	-3%
Cn1c(=O)c2c(nc(NCCCO)n2C/C=C/c2ccccc2)n(C)c1=O	-6%
COc1ccc(-c2nc(C#N)c(N3CC(C)OC(C)C3)o2)cc1OC (stereo not given)	0%
CCOC(=O)N1CCN(S(=O)(=O)Cc2ccccc2)CC1	-4%
CCCS(=O)(=O)N1CCN(Cc2ccccc2C(F)(F)F)CC1	-2%
COc1cc(NC(=O)c2ccco2)c(OC)cc1NC(=O)Nc1cccc(Cl)c1	1%
CCOc1ccc2nc(NC(=O)C3CCCN(S(=O)(=O)c4cccs4)C3)sc2c1 (stereo not given)	11%
Cn1c(C(=O)NCC2CCCO2)cc2c(=O)[nH]c3ccccc3c21 (stereo not given)	2%
S=C1SCN(C2CCCCCCCCCCC2)CN1C1CCCCCCCCCCC1	-4%[5.75 µM]
COc1ccccc1N1CCN(C(=O)CSc2nc3ccccc3c(=O)n2CC2CCCO2)CC1 (stereo not given)	-3%
Cc1ccc(Cl)cc1N1CCN(C(=O)C2CCC(=O)N2C(C)C)CC1 (stereo not given)	4%
FC(F)(F)c1ccccc1-c1nc(-n2ccnc2)c2ccccc2n1	7%
CC1CSc2nnc(CCc3ccccc3)n21 (stereo not given)	10%
COc1ccc(C2(C(=O)NCCCN3CCOCC3)CCOCC2)cc1	-2%
[O-]/[N+](=C/c1cccnc1)c1ccc(Br)cc1	-2%
COc1cccc(NC(=O)Cn2cnc3sc(C)c(S(=O)(=O)N4CCN(C)CC4)c3c2=O)c1	-4%
Cc1cc(C)cc(OP(=O)(Oc2cc(C)cc(C)c2)Oc2cc(C)cc(C)c2)c1	22%
CCn1c(SC/C=C/c2ccccc2)nnc1-c1cccs1	-1%
Cn1c(COc2ccccc2)nnc1SCc1cc(=O)[nH]c2ccccc12	0%
CC(=O)Nc1ccccc1C(=O)N1CCc2ccccc21	1%
COc1ccc(C(CNC(=O)COc2ccccc2C#N)N2CCOCC2)cc1 (stereo not given)	-2%
Cc1nc2cnc(N3CCOCC3)nc2n(CCC#N)c1=O	-5%
Cc1ccc(C)c2[nH]c(=O)c(C(c3nnnn3C3CCCC3)N3CCOCC3)cc12 (stereo not given)	-2%
CCn1c(SCC(=O)Nc2nc(C)c(C)s2)nnc1-c1cccnc1	1%
Cn1c(Cc2ccccc2)nnc1SCC(=O)N1CCN(c2ccccc2)CC1	-6%
CC1CCCCC1NS(=O)(=O)c1ccc(-n2cnnn2)cc1 (stereo not given)	-3%
CN1CCN(CCCNC(=O)c2cc3c(=O)n(C)c4ccccc4c3s2)CC1	5%
CNCC[C@H](Oc1ccc(C(F)(F)F)cc1)c1ccccc1	4%
COc1cc(OC)c(C2N(C)c3ccccc3N2C)cc1OC	8%
CCCNC(=O)Cn1cccc1C(=O)c1ccccc1	-4%
Clc1ccc2nc(CN3CCCc4ccccc43)cn2c1	15%
O=C(c1ccc(S(=O)(=O)N2CCCC2)cc1)N1CCN(Cc2ccc3c(c2)OCO3)CC1	-3%
CCCC(C)CO (stereo not given)	11%
O=C(CCCn1c(=S)[nH]c2cc3c(cc2c1=O)OCO3)N1CCN(c2ccc(Cl)cc2)CC1	-11%
C=CCn1c(O)c(C(C)=Nc2ccc(N(C)C)cc2)c(=O)[nH]c1=O	-3%

3 entries already listed, arranged by length of the SMILES, high to low:
SMILES	AmpC det inh
CCOc1ccc2nc(NC(=O)C3CCCN(S(=O)(=O)c4cccs4)C3)sc2c1 (stereo not given)	11%
CN1CCc2cc(Cl)c(O)cc2[C@H](c2ccccc2)C1	-2%
CCn1c(SC/C=C/c2ccccc2)nnc1-c1cccs1	-1%

Next part.
SMILES	AmpC det inh
O=C(Cc1ccccc1)Nc1ccc(N2CCOCC2)cc1N1CCOCC1	0%
Cn1cnc([N+](=O)[O-])c1Sc1nnc(-c2cccnc2)n1C	-3%[5.75 µM]
CO[C@H]1OC[C@@]2(C)[C@@H]3C4=C(CN2C(=O)OC(C)(C)C)[C@H](C)[C@H](CO)[C@H](CO)[C@H]4CC[C@H]13	-3%
Cc1cc(C)n2c3c(c(C#N)c2n1)CCCC3	-4%
C=CCNS(=O)(=O)c1nc(C)c(Cl)c(C)c1C#N	-3%
COc1cccc(-c2nc(-c3ccc(NC(=O)c4cccnc4)cc3)no2)c1	-2%
C=CCn1c(=O)c2ccccc2n2c(SCC(=O)Nc3cc(C)on3)nnc12	-3%
COc1ccc(OC)c(-n2c(SCC(C)=O)nnc2-c2cccc(S(=O)(=O)N(C)C)c2)c1	-5%
CN(/N=C\c1ccccc1O)c1ccc2ccccc2n1	-3%[5.75 µM]
COc1cccc(-n2nnnc2SCC(=O)NCc2ccc3c(c2)OCO3)c1	9%
Cc1ccc2nc(CCc3nc4ccc(C)cc4o3)oc2c1	-3%
CCOc1ccc(N2C(=O)NC(Cc3c[nH]c4ccccc34)C2=O)cc1 (stereo not given)	-3%
COc1ccc(-n2c(=O)cc(N3CCOCC3)[nH]c2=O)cc1	-1%
O=C(O)C1C2CCC(C2)C1C(=O)Nc1cc(F)ccc1F (stereo not given)	-4%
COc1ccc(NC(=O)CSc2nnc(Cc3cccn3C)n2-c2ccc(F)cc2)cc1OC	9%
COc1ccccc1OCCCn1c(=O)oc2ccc(C)cc21	-2%
CC(=O)N1CCN(S(=O)(=O)c2ccc(S(=O)(=O)NCC(C)C)cc2)CC1	12%
Clc1ccc(CC[C@H](Cn2ccnc2)Sc2c(Cl)cccc2Cl)cc1	7%[12.8 µM]
CCN(CC)C(=O)C(C)N(C#N)c1nc(SC)nc(N(C)C)n1 (stereo not given)	-2%
Cc1nc(=O)c(-c2ccccc2)c(C)n1-c1cccc(C(=O)O)c1	3%
COc1ccc(N(C)C(=O)Nc2ccc3c(c2)nnn3C)cc1	25%
Cc1ccc(Cn2nnc(C(=O)Nc3cc(C)ccc3C)c2N)cc1	-3%
CC(=O)N1C(=O)C2(C(C#N)=C(N)Oc3cc(C)oc(=O)c32)c2ccccc21 (stereo not given)	13%
COc1cccc(CC(NC(C)=O)C(=O)NC2CCN(c3nc(C)cc(C)c3C#N)CC2)c1 (stereo not given)	-5%
C=CCn1c(N)cc(=O)nc1SCC(=O)NC(C)c1ccccc1 (stereo not given)	-5%
c1ccc(CN2CC[C@@]3(CCCNC3)C2)cc1	-5%
O=C(CN1CCCCCC1=O)OCc1ncc(-c2ccccc2)o1	3%
CCn1nc(-c2ccccc2)nc2c(=O)n(C)c(=O)nc1-2	-6%
Nc1ncnc2c1ncn2[C@H]1O[C@@H](C(=O)O)[C@@H](O)[C@H]1O	-1%[5.75 µM]
CCN(CC)S(=O)(=O)c1ccc(C(=O)Nc2c3c(nn2C(C)(C)C)CS(=O)(=O)C3)cc1	-3%
COC(=O)c1ccc(Oc2nc(Nc3ccccc3)nc(N(C)C)n2)cc1	-3%
Cc1nnc2n(c1=O)C(CS(=O)(=O)c1ccccc1)CS2 (stereo not given)	-2%
CCOC(=O)c1c(C)[nH]c(C(=O)COC(=O)c2oc3ccc(OC)cc3c2C)c1C	1%
Cc1ccc(Nc2nc(Oc3ccc(OCc4ccccc4)nn3)nc(N3CCOCC3)n2)cc1	-4%
CCCOc1ccc(CSc2nnc(CCC)n2N)cc1	-3%
C=CCn1c(CSc2nc3ccccc3s2)nnc1SCC(=O)OCC	6%
CC(Oc1ccc(-c2ccccc2)cc1)C(=O)O (stereo not given)	-3%
COC(=O)C1=C(N)Oc2cc(C)n(CC3CCCO3)c(=O)c2C1c1ccc(Cl)cc1 (stereo not given)	-2%
CC1(C)CC(=O)C=C(NC2CCS(=O)(=O)C2)C1 (stereo not given)	-3%
Clc1ccc(CSc2nnc([C@@H]3CCCN3)o2)cc1Cl	1%
C=CCN(CC=C)c1nc2ccccc2nc1C(C#N)C(=O)OCCOC (stereo not given)	5%
O=C(Nc1c(C(=O)N2CCOCC2)cnn1-c1ccccc1Cl)c1ccco1	-6%
COC(=O)c1ccsc1NC(=O)CN1CCN(c2ccc(F)cc2)CC1	-5%
COc1cccc2cc(C(=O)N3CCC(C)CC3)c(=O)oc12	9%
COC(=O)c1ccccc1N(C)C(=O)C12CCC(C)(C(=O)O1)C2(C)C (stereo not given)	-1%
Cn1c(=O)n(CC(=O)NC2CCCCC2)c(=O)c2ccccc21	1%
CCCC[C@@H]1C[C@H]1C(NC(=O)c1ccco1)c1ccccc1C(F)(F)F (stereo not given in full)	-4%
Cc1ccc2c(c1)NC(=O)C(CC(=O)NCCCN1CCCCC1C)O2 (stereo not given)	10%
COCCNc1cc(C)nc2c(-c3ccccc3OC)c(C)nn12	6%
CCOC(=O)Nc1c(C(=O)OC)[nH]c2cc(OC)ccc12	-6%
O=C(Cl)/C=C/C(=O)Cl	8%
CCCc1cc(=O)[nH]c(/N=C(/NC(=O)c2ccccc2)Nc2ccc3c(c2)OCCO3)n1	-2%
Cc1nc(CNS(=O)(=O)c2cccnc2)cs1	13%
COc1cccc(C=Nc2cccnc2)c1O	-2%
Cc1csc(SCCn2c(N3CCOCC3)nc3c2c(=O)[nH]c(=O)n3C)n1	10%
COc1cccc(C2=NOC(C(=O)N3CCc4ccccc4C3)C2)c1 (stereo not given)	13%
CCN(C(=O)CSc1nc2nc(C)cc(C)n2n1)c1ccccc1	0%
CN(Cc1cc(Cl)cc(Cl)c1O)Cc1c(O)ccc2ccccc12	-4%[5.75 µM]
CC(=O)C1=C(C)NC(SCC(=O)c2ccc(C)cc2)=C(C#N)C1c1ccco1 (stereo not given)	9%
CN1CCN(c2ccnc(-c3ccccc3C(F)(F)F)n2)CC1	10%

Grouped by structure: those above containing an NH in an aromatic ring.
SMILES	AmpC det inh
Cn1c(C(=O)NCC2CCCO2)cc2c(=O)[nH]c3ccccc3c21 (stereo not given)	2%
Cn1c(COc2ccccc2)nnc1SCc1cc(=O)[nH]c2ccccc12	0%
Cc1ccc(C)c2[nH]c(=O)c(C(c3nnnn3C3CCCC3)N3CCOCC3)cc12 (stereo not given)	-2%
O=C(CCCn1c(=S)[nH]c2cc3c(cc2c1=O)OCO3)N1CCN(c2ccc(Cl)cc2)CC1	-11%
C=CCn1c(O)c(C(C)=Nc2ccc(N(C)C)cc2)c(=O)[nH]c1=O	-3%
CCOc1ccc(N2C(=O)NC(Cc3c[nH]c4ccccc34)C2=O)cc1 (stereo not given)	-3%
COc1ccc(-n2c(=O)cc(N3CCOCC3)[nH]c2=O)cc1	-1%
CCOC(=O)c1c(C)[nH]c(C(=O)COC(=O)c2oc3ccc(OC)cc3c2C)c1C	1%
CCOC(=O)Nc1c(C(=O)OC)[nH]c2cc(OC)ccc12	-6%
CCCc1cc(=O)[nH]c(/N=C(/NC(=O)c2ccccc2)Nc2ccc3c(c2)OCCO3)n1	-2%
Cc1csc(SCCn2c(N3CCOCC3)nc3c2c(=O)[nH]c(=O)n3C)n1	10%

(continued)
SMILES	AmpC det inh
CCOC(=O)CN1c2ccccc2NC(=O)CC1C (stereo not given)	13%
Cc1nn2c(C(F)(F)F)cc(-c3ccc(Cl)cc3)nc2c1C(=O)N1CCOCC1	-1%
CCCN1CCN(CCCNC(=O)C2CCCN(c3nc4ccc(OCC)cc4s3)C2)CC1 (stereo not given)	17%
CCN(CC)c1ccc(C=Nc2ccc(C#N)cc2)c(O)c1	10%
O=C1OCC2=C1C(c1ccc3c(c1)OCO3)Sc1ccccc1N2 (stereo not given)	-4%
CCOC(=O)c1cc(NC(=O)c2ccoc2C)cc(C(=O)OCC)c1	4%
Nc1nc(SCC(=O)O)[nH]c(=O)c1N	-4%[5.75 µM]
CC(C)c1ccc2oc(-c3ccc(N)cc3)nc2c1	-5%
O=C(C1CCN(c2nnc(N3CCCC3=O)s2)CC1)N1CCN(Cc2ccc3c(c2)OCO3)CC1	0%
Cc1cccn2c(=O)c3cc(C(=O)NCCN4CCOCC4)n(Cc4ccccc4)c3nc12	-3%
CCOC(=O)CSc1nnc(CNC(=O)c2ccco2)n1C	-2%
CCOC(C)(C)C	8%
O=C1CC(N2CCN(S(=O)(=O)c3cccc(C(F)(F)F)c3)CC2)C(=O)N1Cc1ccccc1 (stereo not given)	-2%
COc1ccc(C2CC(=O)Nc3ccccc3S2(=O)=O)cc1OC (stereo not given)	9%
CCN1CCCC1CNS(=O)(=O)c1ccc(C(=O)Nc2ccccc2)cc1 (stereo not given)	-3%
CCOCCCn1cnc2c(c1=O)c1nc3ccccc3nc1n2-c1ccc(C)cc1	13%
Cc1cc(C)c(C#N)c(SCC(=O)N(C)C2CCCCC2)n1	-1%
CCc1nc(C)ccc1OCC(=O)O	-2%
COc1cc(-c2nc3oc4ccccc4c(=O)c3c(=O)n2Cc2ccco2)cc(OC)c1OC	-2%
Cc1cccc(S(=O)(=O)c2c(N)n(Cc3ccco3)c3nc4ccccc4nc23)c1	-2%
COc1ccc(NC(=O)CSc2nnc(-c3ccccn3)n2N)cc1Cl	-1%
c1csc(-c2nnc(-c3ccc(N4CCOCC4)cc3)o2)c1	8%
O=C(CN1CCC(n2nnc3cc(F)ccc32)CC1)NCc1ccco1	7%
CCc1c(C)nc2ncnn2c1N1CCC(C(=O)NCc2ccc3c(c2)OCO3)CC1	-1%
CN1CCc2cc3c(cc2[C@@H]1[C@H]1OC(=O)c2c1ccc1c2OCO1)OCO3	-3%&1%
Cn1c(=O)c2c(nc(CN3CCOCC3)n2CCCO)n(C)c1=O	-8%
OCCN1CCOCCN(CCO)CCOCC1	-1%
CCCC(Cl)CCCC(Cl)CCC(Cl)CCC(Cl)CCC(Cl)CCCC(Cl)CCC (stereo not given)	7%
